# NCI-60 one-dose screen, 48 h, at 10 µM unless noted. Numbers give growth in % (100 = growth as untreated, 0 = no growth, -100 = all killed).
# MALME-3M = MALME-3M melanoma; 78,000 compounds, 5.8% hits
# LOX IMVI = LOX IMVI melanoma. 79,000 compounds, 7.4% hits. AID 1794757
# UACC-62 = UACC-62 melanoma | 81,000 compounds, 5.4% hits | AID 1794756
# SK-MEL-5 = SK-MEL-5 melanoma; 80,000 compounds, 6.4% hits; AID 1794755
# SK-MEL-28 = SK-MEL-28 melanoma; 81,000 compounds, 4.1% hits
# SK-MEL-2 = SK-MEL-2 melanoma; 77,000 compounds, 4.7% hits; AID 1794763
# HS 578T = HS 578T breast cancer. AID 1794788. 78,000 compounds, 4.1% hits
# UACC-257 = UACC-257 melanoma. 78,000 compounds, 4.4% hits. AID 1794764
# * hit, by the source's call; . = no result given. The calls were made as follows: active = growth percent below 10; inactive = the rest.
SMILES,MALME-3M,LOX IMVI,UACC-62,SK-MEL-5,SK-MEL-28,SK-MEL-2,HS 578T,UACC-257
Nc1ccccc1C#C/C=C\C#Cc1cccc(O)c1,52,46,24,34,82,20,64,.
c1ccc2c(Cc3csc4ccccc34)csc2c1,82,84,86,91,83,.,104,93
CC(C)N1CCN(Cc2ccc3c(NNC(=O)c4ccccc4)nc4cc(F)ccc4n23)CC1,25,6.1*,7.2*,-8.1*,29,60,76,12
CC(=O)c1cccc(Nc2ccnc(SCC(=O)c3ccc(C(F)(F)F)cc3)n2)c1,105,87,71,87,101,98,89,105
O=C(/C=C/c1ccc(O)c(O)c1)N1CCN(c2ccc(Cl)cc2)CC1,66,.,81,54,81,.,80,82
O=C(CC(=O)C(F)(F)C(F)(F)C(F)(F)F)c1ccco1,123,104,106,110,116,112,115,112
COc1ccc(-c2cc(-c3cccnc3)nc3sc4c(Cl)nnnc4c23)cc1OC,107,36,81,84,112,98,89,78
O=c1oc2ccc(-c3ccc(F)cc3F)cc2c(=O)n1-c1ccc(F)c(F)c1,-15*,18,-13*,-77*,20,-14*,1.7*,-15*
Cc1ccc(NC(=O)c2sc3nc(-c4cccs4)ccc3c2N)cc1C,119,102,89,99,114,82,111,107
CC(/C=C1\SC(=S)N(CC(=O)NC(Cc2c[nH]c3ccccc23)C(=O)O)C1=O)=C\c1ccccc1 (configuration not stated),107,93,88,96,105,110,103,100
CCCCNS(=O)(=O)c1ccc(OC)c(N)c1,104,92,92,101,110,110,74,97
NCCCCC(C(=O)O)N(C(=O)OCc1ccccc1)C(=O)OCc1ccccc1 (configuration not stated),.,102,115,102,110,.,95,99
O=c1[nH]c(=O)n([C@H]2C[C@H](O)C(CO)O2)cc1I (some centres not stated),83,72,70,63,85,.,101,82
O=CCCc1ccccc1,107,96,97,94,109,99,107,101
Cn1cc(-c2nc(-c3c[nH]c4ncc(F)cc34)cs2)c2cccnc21,101,98,89,98,111,120,.,119
COc1ccc(CNC(=O)c2ccc(Nc3ccc(Cl)nn3)cc2)cc1,105,99,94,96,95,95,99,90
COc1ccc(NC(=O)c2oc3ncccc3c2N)cc1,92,96,103,101,110,100,104,108
C=C(C)CNC(=O)C(C)O (configuration not stated),113,100,104,102,94,89,113,100
CN1CCN(CCCOc2ccc3ncnc(Nc4ccc(Oc5cccc(F)c5)c(Cl)c4)c3c2)CC1,-72*,-92*,-32*,-96*,-86*,-8.8*,42,-60*
Clc1ccc(-c2nnc(N3c4ccccc4C=Cc4ccccc43)o2)cc1,103,64,69,52,92,96,95,102
CC(C)c1ccc(NC(=O)NC2CCCCC2)cc1,85,100,88,100,101,115,104,111
Cc1cc(C(=O)O)c(N)c([N+](=O)[O-])c1,98,97,101,98,96,90,105,109
CN(C)c1nc(-c2ccccc2)c(/C=C2\SC(=S)N(CCCCCCCCCCC(=O)O)C2=O)s1,93,80,66,79,98,72,81,106
O=C(O)COc1cccc(C(=O)/C=C/c2ccc3c(c2)OCO3)c1,108,.,98,103,117,124,109,107
Cc1ccc2c(Nc3cccc(C(F)(F)F)c3)nccc2c1C#Cc1nn(C(C)C)c2ncnc(N)c12,12,60,42,74,53,27,85,61

# An excerpt from above with just UACC-62, HS 578T and SK-MEL-5.
canonical_smiles | UACC-62 | HS 578T | SK-MEL-5
O=c1oc2ccc(-c3ccc(F)cc3F)cc2c(=O)n1-c1ccc(F)c(F)c1 | -13* | 1.7* | -77*
CN(C)c1nc(-c2ccccc2)c(/C=C2\SC(=S)N(CCCCCCCCCCC(=O)O)C2=O)s1 | 66 | 81 | 79
Cc1ccc2c(Nc3cccc(C(F)(F)F)c3)nccc2c1C#Cc1nn(C(C)C)c2ncnc(N)c12 | 42 | 85 | 74
Nc1ccccc1C#C/C=C\C#Cc1cccc(O)c1 | 24 | 64 | 34
COc1ccc(-c2cc(-c3cccnc3)nc3sc4c(Cl)nnnc4c23)cc1OC | 81 | 89 | 84

# Profiles, looked up by structure. Values in the order: MALME-3M, LOX IMVI, UACC-62, SK-MEL-5, SK-MEL-28, SK-MEL-2, HS 578T, UACC-257
# Listed for `Cn1cc(-c2nc(-c3c[nH]c4ncc(F)cc34)cs2)c2cccnc21` = 101, 98, 89, 98, 111, 120, ., 119
# Listed for `O=c1[nH]c(=O)n([C@H]2C[C@H](O)C(CO)O2)cc1I` (some centres not stated) = 83, 72, 70, 63, 85, ., 101, 82
# Listed for `Cc1ccc2c(Nc3cccc(C(F)(F)F)c3)nccc2c1C#Cc1nn(C(C)C)c2ncnc(N)c12` = 12, 60, 42, 74, 53, 27, 85, 61
# Listed for `COc1ccc(CNC(=O)c2ccc(Nc3ccc(Cl)nn3)cc2)cc1` = 105, 99, 94, 96, 95, 95, 99, 90
# Listed for `CC(C)c1ccc(NC(=O)NC2CCCCC2)cc1` = 85, 100, 88, 100, 101, 115, 104, 111

# New compounds follow
SMILES,MALME-3M,LOX IMVI,UACC-62,SK-MEL-5,SK-MEL-28,SK-MEL-2,HS 578T,UACC-257
Cc1cc(N(CCNc2ccnc3cc(Cl)ccc23)Cc2ccc3c(c2)OCO3)nc(N2CCN(C)CC2)n1,-72*,-72*,34,-96*,-66*,-57*,34,.
O=c1oc(-c2ccccc2CCl)nc2ccccc12,106,98,106,99,107,.,106,102
Nc1cn(-c2ccc(F)cc2)nc1NC(=O)N1Cc2nccnc2C1,83,123,102,106,104,94,97,97
COC(=O)C1CCCN1S(=O)(=O)/N=C1\NC(=O)NC1=C(Cl)Cl (configuration not stated),99,.,90,99,98,111,97,100
O=C(CCCl)c1ccc(Cl)cc1,103,96,101,102,114,99,100,97
CSc1nc(NCC(C)C)c(C#N)c(-c2cccc(N)c2)n1,100,95,97,97,112,113,102,108
CCOC(=O)c1cnn2c(-c3ccc(Cl)cc3)nc(N3CCCCC3)nc12,92,95,87,102,112,101,107,93
FC(F)(F)c1nc2nccc(-c3ccc4c(c3)OCO4)n2n1,106,100,98,97,108,112,104,101
CCCCCC1CCCCN1C(=O)OCCCC (configuration not stated),89,95,76,99,116,102,122,-7.7*
O=C(COc1ccc(Cl)cc1Cl)NCCN1CCCCC1,119,104,101,96,106,116,100,91
Nc1nc(N)c2c(n1)NC(c1ccc(Cl)cc1)C1CCc3ccccc3C1=N2 (configuration not stated),20,57,55,7.9*,91,102,81,58
CC1CCN(C2=NC(=O)/C(=C\c3ccccc3OCc3ccccc3)S2)CC1,91,70,67,54,91,85,95,101
Cc1ccc(Sc2oc(-c3ccccc3)nc2C(=O)O)cc1,114,100,96,109,108,102,99,99
CCOC(=O)Nc1ncccn1,111,98,98,96,105,101,111,103
COC(=O)c1nn(-c2ccccc2)c(N)c1C(=O)c1cccn1C,89,93,85,98,100,103,91,91
COc1ccc(C(=O)c2c(N)c(C#N)cn2-c2ccc(Br)cc2C)cc1,101,.,87,95,98,105,100,93
O=C(COc1ccc(NC(=O)Nc2ccc(Cl)cc2)cc1)N=Nc1c(O)[nH]c2ccc(Br)cc12,88,61,99,97,106,91,96,109
CCCCCCCSc1ccc(C(=O)CCN2CCOCC2)cc1,95,87,92,99,106,104,97,99
CCCCCCCCn1ccc2cc(NC(=O)CN3CCN(c4cc(C)nc(Cl)n4)CC3)ccc21,95,94,65,59,91,109,94,93
CCCC(=O)c1cc(O)c(O)c(O)c1,106,96,96,99,102,98,104,93
C=CCOC(=O)C1=C(C)NC2=C(C(=O)CC(C)(C)C2)C1c1ccc(C)cc1 (configuration not stated),100,104,90,102,113,91,82,96
CCOC(=S)Sc1ccc([N+](=O)[O-])cc1[N+](=O)[O-],84,14,99,88,68,91,98,79
O=C(O)CCSC(=S)Nc1ccccc1,92,92,93,97,105,114,90,94
Cn1cc2cc(/C=C3\NC(=NC45CC6CC(CC(C6)C4)C5)NC3=O)ccc2n1,106,70,92,81,89,101,70,101
NNc1nc2nc(-c3ccccc3)cc(-c3ccc(F)cc3)c2c(=O)[nH]1,111,94,91,100,121,100,91,110

# Molecules above that have bromine:
SMILES,MALME-3M,LOX IMVI,UACC-62,SK-MEL-5,SK-MEL-28,SK-MEL-2,HS 578T,UACC-257
COc1ccc(C(=O)c2c(N)c(C#N)cn2-c2ccc(Br)cc2C)cc1,101,.,87,95,98,105,100,93
O=C(COc1ccc(NC(=O)Nc2ccc(Cl)cc2)cc1)N=Nc1c(O)[nH]c2ccc(Br)cc12,88,61,99,97,106,91,96,109

# Going on with the list:
SMILES,MALME-3M,LOX IMVI,UACC-62,SK-MEL-5,SK-MEL-28,SK-MEL-2,HS 578T,UACC-257
O=[N+]([O-])c1cc([N+](=O)[O-])c(N2CCCC2)cc1NN=C(c1ccc(O)cc1)c1ccc(O)cc1,140,42,63,19,97,-48*,137,.
CCOC(=O)/C=C/c1ccc(O)cc1,100,100,102,102,103,92,104,103
O=C1c2ccccc2C(=O)N1OCCCBr,99,103,100,101,102,112,92,100
CCC(=O)Oc1c(Br)cc(C(C)(C)C)cc1Br,110,99,102,103,109,114,101,103
CCN1C(=S)N([C@H](C)c2ccccc2)[C@@H]2NC(=S)N[C@@H]21,108,96,89,100,107,114,108,118
COC(=O)C12C3C(=O)N(Cc4ccc5c(c4)OCO5)C(=O)C3C(c3cn(-c4ccccc4)nc3-c3ccccc3)N1[C@H](c1cn(-c3ccccc3)nc1-c1ccccc1)[C@@H]1C(=O)N(Cc3ccc4c(c3)OCO4)C(=O)[C@@H]12 (some centres not stated),121,92,88,103,103,99,117,90
N#Cc1cc([N+](=O)[O-])ccc1NC(=O)/C(=N/N)C(C(=O)c1ccc(Cl)c(Cl)c1)C1OC(=O)c2ccccc21 (configuration not stated),107,75,93,90,112,110,107,109
Fc1ccc(N2CCN(c3ncnc4[nH]ccc34)CC2)cc1,100,82,78,73,104,82,74,114
CS(=O)(=O)c1ccc(-c2nc3ccccn3c2/C=N/Nc2nc(-c3ccccc3)cs2)cc1,96,114,97,96,103,111,104,101
N#C/C(=C\c1c(F)c(F)c(F)c(F)c1F)c1cc2ccccc2[nH]1,96,86,96,96,116,105,94,102
O=C(O)c1ccccc1F,157,100,94,108,95,.,86,112
CCCCCC(CC)C(CC)CO (configuration not stated),101,93,98,102,115,105,119,106
CCCC(=O)Oc1cccc(CC)c1,105,101,109,103,107,112,110,102
COc1ccc(-c2nc(N3N=C(c4ccc(F)cc4)CCC3=O)n(C)c(=O)c2C#N)cc1,99,97,.,86,.,101,105,.
COc1ccc(-n2c(SCc3cn(-c4ccccc4)nn3)nc3ccccc3c2=O)cc1,104,93,93,91,107,95,90,113
CCSc1nc(NC)c2cc(F)c(F)c(F)c2n1,108,97,80,83,106,92,73,93
COc1ccc(N2N=C(c3ccc4c(c3)OCO4)CC2c2cccc(NC(=O)CCCNS(=O)(=O)c3ccc(Cl)cc3)c2)cc1 (configuration not stated),84,76,68,58,83,83,74,80
COc1ccc(-c2nc3sc(C4CC4)nn3c2/C=C2/C(=O)Nc3cc(Cl)ccc32)cc1,64,65,88,90,100,88,102,86
Cc1cc2nc(CS)[nH]c2cc1C,96,88,84,88,89,101,103,101
NCCOc1ncccc1/C=C1\c2ccccc2-c2ccc(C(F)F)cc21,62,12,68,58,82,115,53,102
COc1ccc(/C=C\c2cccc(Cl)c2)cc1,101,98,91,96,104,114,97,112
C=C(C)[C@@H]1CC[C@]2(C(=O)OC)CC[C@]3(C)[C@H](CC[C@@H]4[C@@]5(C)Cc6cc(C)oc6C(C)(C)[C@@H]5CC[C@]43C)[C@@H]12,116,98,94,99,118,101,112,107
COC1=CC(=O)OC(c2ccco2)C1 (configuration not stated),.,104,95,110,122,107,114,100
COc1cc2c3c(n(CCCNC4CCCC4)c(=O)c2cc1OC)-c1cc2c(cc1C3=O)OCO2,-75*,-82*,74,95,96,.,93,.
COc1cc(/C=C/C(=O)c2ccc(Nc3nc(Nc4ccccc4)nc(Nc4ccc(Cl)cc4)n3)cc2)cc(OC)c1OC,44,67,60,39,40,82,.,87
O=c1c(-c2nc3ccccc3s2)cc2c(n1NS(=O)(=O)c1ccccc1)CCCC2,90,98,94,100,103,93,102,104
COc1ccc2oc(=O)c(C3(C)NC(=O)c4c(/C=C/C(=O)OC5CC6CCC5(C)C6(C)C)cccc4N3)cc2c1 (configuration not stated),82,73,57,68,70,68,79,73
O=C1Nc2ccccc2SC1c1ccccc1Cl (configuration not stated),82,107,101,106,104,.,80,100

# Screens from PubChem.
